Screening data deposited in PubChem by The Scripps Research Institute Molecular Screening Center.
LYPLA1 inh – LYPLA1 inhibitors, primary screen, counter-screen for PME1 inhibitor project, biochemical, fluorescence polarization, FP-Rh probe ABPP; Acyl-protein thioesterase 1 (Homo sapiens), O75608; recombinant LYPLA1; inhibition, % at 5.9 µM; 320,000 tested, 0.16% active; AID 2174, 2009;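 active = inhibition above the mean of all tested compounds plus 3 SD, set per campaign, cut at about 14% in these data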;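 also: inhibitors block serine hydrolase probe labeling of LYPLA1 so polarization falls; 0% = enzyme with DMSO and 100% = wells lacking LYPLA1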
Target sequence (O75608 whole entry, looked up): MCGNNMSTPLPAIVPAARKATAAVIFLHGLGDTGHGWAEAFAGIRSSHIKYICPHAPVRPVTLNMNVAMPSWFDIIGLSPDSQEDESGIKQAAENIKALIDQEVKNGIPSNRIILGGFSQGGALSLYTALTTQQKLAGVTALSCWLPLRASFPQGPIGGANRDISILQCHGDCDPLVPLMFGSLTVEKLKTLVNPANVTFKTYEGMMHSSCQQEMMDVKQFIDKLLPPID
ZTA counter – blocks Epstein-Barr virus ZTA, an EBNA-1 counter-screen; P03206; ZTA-DNA binding, fluorescence polarization; inhibition, % at 11 µM; 320,000 tested, 0.15% active; AID 2234; in the data active = inhibition above about 33%
LYPLA2 inh – LYPLA2 inhibitors, primary screen, counter-screen for PME1 inhibitor project, biochemical, fluorescence polarization, FP-Rh probe ABPP; 320,000 tested, 0.38% active; Acyl-protein thioesterase 2 (Homo sapiens), O95372; inhibition, % at 5.9 µM; recombinant LYPLA2;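 active = inhibition above the screen-wide mean plus 3 SD, limit set per campaign, cut at about 26% in these data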;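 also: 0% = LYPLA2 with DMSO and 100% = wells lacking LYPLA2 enzyme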
Target sequence (O95372 whole entry, looked up): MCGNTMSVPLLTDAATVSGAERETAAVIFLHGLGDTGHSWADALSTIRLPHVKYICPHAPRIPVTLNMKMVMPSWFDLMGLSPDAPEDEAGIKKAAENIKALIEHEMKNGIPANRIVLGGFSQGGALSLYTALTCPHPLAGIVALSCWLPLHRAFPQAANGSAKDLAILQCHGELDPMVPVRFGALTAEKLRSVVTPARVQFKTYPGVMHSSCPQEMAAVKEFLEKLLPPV
PREPL inh – PREPL enzyme inhibitors, primary screen, biochemical, fluorescence polarization; inhibition, % at 5.96 µM; recombinant PREPL, fluorescence polarization activity-based probe; 320,000 tested, 0.68% active; in the data active = inhibition above about 43%;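 also: 0% = enzyme with DMSO and 100% = wells lacking enzyme; many of its hits are not listed in these tables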
GSTO1 counter – inhibitors of recombinant GSTO1, primary screen, counter-screen for RBBP9 inhibitor project, biochemical, fluorescence polarization. activity-based probe fluorescence polarization. inhibition, % at 5.96 µM. Glutathione S-transferase omega-1 (Homo sapiens), P78417. 300,000 tested, 1.1% active;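 active = inhibition above the campaign mean inhibition plus 3 SD, cut at about 35% in these data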;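 also: 0% = GSTO1-1 with DMSO and 100% = wells lacking GSTO1-1 enzyme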
Target sequence (P78417 whole entry, looked up): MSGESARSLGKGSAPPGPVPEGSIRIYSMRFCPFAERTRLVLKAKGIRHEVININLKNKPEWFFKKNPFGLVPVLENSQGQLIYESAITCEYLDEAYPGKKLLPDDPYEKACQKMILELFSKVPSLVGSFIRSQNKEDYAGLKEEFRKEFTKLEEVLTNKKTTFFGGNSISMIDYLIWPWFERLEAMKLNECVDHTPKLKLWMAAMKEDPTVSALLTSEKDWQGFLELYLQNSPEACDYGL
PAFAH1B3 inh – PAFAH1B3 enzyme inhibitors, primary screen, biochemical, fluorescence polarization, human; recombinant PAFAH1B3, FP-rhodamine probe; inhibition, % at 3.39 µM; 340,000 tested, 0.28% active;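 active = inhibition above the screen-wide average of all tested compounds plus 3 SD, cut at about 25% in these data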;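 also: 0% = enzyme with DMSO only and 100% = wells lacking PAFAH1B3 protein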
Target sequence (Q15102 whole entry, looked up): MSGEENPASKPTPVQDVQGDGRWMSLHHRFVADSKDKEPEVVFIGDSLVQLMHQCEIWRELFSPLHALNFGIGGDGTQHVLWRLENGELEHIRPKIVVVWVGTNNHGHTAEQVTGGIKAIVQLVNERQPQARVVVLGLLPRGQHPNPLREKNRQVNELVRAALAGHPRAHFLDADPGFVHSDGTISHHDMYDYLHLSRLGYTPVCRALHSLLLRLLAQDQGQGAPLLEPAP
PAD4 FP inh – human PAD4 inhibitors, primary screen, biochemical, fluorescence polarization, 1536-well format; recombinant PAD4, RCA probe fluorescence polarization; 330,000 tested, 0.41% active; Protein-arginine deiminase type-4 (Homo sapiens), Q9UM07; inhibition, % at 6.36 µM;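 active = percent inhibition above a cutoff equal to the mean of all tested compounds plus 3 SD, cut at about 15% in these data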;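 also: 0% = PAD4 with RCA probe and DMSO and 100% = probe without PAD4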
PAFAH2 inh – PAFAH2 enzyme inhibitors, primary screen, biochemical, fluorescence polarization, human; Platelet-activating factor acetylhydrolase 2, cytoplasmic (Homo sapiens), Q99487; recombinant PAFAH2, FP-rhodamine activity probe; 340,000 tested, 0.99% active; inhibition, % at 3.39 µM;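 active = inhibition above the mean over all tested compounds plus 3 SD, cut at about 30% in these data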;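 also: inhibitors block probe labeling of enzyme so polarization drops; 0% = enzyme with DMSO and 100% = wells lacking PAFAH2 protein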
EBNA-1 inhibitor – EBNA-1 DNA-binding inhibitors, primary screen, biochemical, fluorescence polarization. inhibition, % at 14.8 µM. 300,000 tested, 0.34% active. AID 1950, 2009; in the data active = inhibition above about 28%
Active calls of the source: *; . = not tested or not shown. Not all compounds are listed. The share of hits here may be higher or lower than overall.

SMILES	LYPLA1 inh	ZTA counter	LYPLA2 inh	PREPL inh	GSTO1 counter	PAFAH1B3 inh	PAD4 FP inh	PAFAH2 inh	EBNA-1 inhibitor
COc1ccc(NC(=O)c2ccc(C#N)cc2)cc1NS(=O)(=O)c1ccc(F)cc1	-4	4	-2	7	2	-4	-6	-25	9
COc1cc([N+](=O)[O-])ccc1NC(=O)Nc1cccnc1	-2	1	-11	21	1	15	2	-2	-1
Cc1cccc(N2C(=O)CCC2=O)n1	1	-12	3	7	-3	0	-3	1	-10
CCc1ccc(OCC(=O)Nc2nnc(-c3ccco3)s2)cc1	-5	4	-10	-1	-5	-1	0	6	-10
Nc1c(C(=O)NCc2ccc3c(c2)OCO3)nnn1Cc1ccc(Br)cc1	0	-8	-1	-7	17	0	-3	4	14
Cc1cc([N+](=O)[O-])ccc1NC(=O)CSc1nccc(=O)[nH]1	-6	-19	-1	-4	-1	-7	-4	3	-4
COc1ccc(C(=O)/C=C/c2ccc(N(C)C)cc2)c(OC)c1	-7	-5	-7	2	-1	-1	-1	2	-15
O=C(Nc1ccc2c(c1)CCCN2C(=O)c1cccs1)c1c(F)cccc1F	-2	-20	0	-3	-3	6	0	1	-30
CN(c1ccccc1C(=O)Nc1ccc(S(=O)(=O)N2CCOCC2)cc1)S(=O)(=O)c1ccccc1	-2	-19	0	13	1	-6	-2	-1	-3
Cc1ccc(CNS(=O)(=O)c2ccc3c(c2)C(C)(C)C(=O)N3C)cc1	-1	-6	-5	4	5	4	-2	1	-26
Cc1cc(C)c2c(N)c(C(=O)NNC(=O)c3ccccc3)sc2n1	3	14	5	16	2	9	5	2	7
O=C(NNC(=S)NC(=O)c1ccccc1[N+](=O)[O-])c1ccccc1O	4	-11	5	22	-12	.	-2	.	-12
NS(=O)(=O)c1ccc(CNC(=O)/C=C/c2c(Cl)cccc2Cl)cc1	-3	4	7	-17	6	.	-1	.	2
CCN1CCN(c2c(Cl)cccc2NC(=O)c2cccs2)CC1	4	4	6	-4	1	5	7	-2	-4
Cc1ccc(C(=O)N/N=C\c2cccn2C)cn1	-2	2	-2	0	5	5	3	-1	13
COc1cccc(-n2nnnc2SCC(=O)Nc2ccc(OC)cc2OC)c1	2	8	2	11	2	4	-5	6	8
COc1cc(NC(=O)c2cc3nc(C)cc(C)n3n2)c(OC)cc1Cl	1	7	-1	-1	-3	-5	-1	-7	3
Cc1cccc(OCC(=O)NNC(=O)C2CCCCC2C(=O)O)c1 (stereo unspecified)	-3	-1	2	4	3	5	-3	1	0
CCOc1ccc(C2=Nn3c(nnc3-c3ccco3)SC2)cc1	-4	-8	0	0	-8	8	3	0	8
CCN(CC)S(=O)(=O)c1ccc(OC)c(NC(=O)c2ccc(N3CCCC3=O)cc2)c1	-6	-5	0	-7	.	-2	-1	3	.

The final 5 records of the section above open the next one.
SMILES	LYPLA1 inh	ZTA counter	LYPLA2 inh	PREPL inh	GSTO1 counter	PAFAH1B3 inh	PAD4 FP inh	PAFAH2 inh	EBNA-1 inhibitor
COc1cccc(-n2nnnc2SCC(=O)Nc2ccc(OC)cc2OC)c1	2	8	2	11	2	4	-5	6	8
COc1cc(NC(=O)c2cc3nc(C)cc(C)n3n2)c(OC)cc1Cl	1	7	-1	-1	-3	-5	-1	-7	3
Cc1cccc(OCC(=O)NNC(=O)C2CCCCC2C(=O)O)c1 (stereo unspecified)	-3	-1	2	4	3	5	-3	1	0
CCOc1ccc(C2=Nn3c(nnc3-c3ccco3)SC2)cc1	-4	-8	0	0	-8	8	3	0	8
CCN(CC)S(=O)(=O)c1ccc(OC)c(NC(=O)c2ccc(N3CCCC3=O)cc2)c1	-6	-5	0	-7	.	-2	-1	3	.
Cc1cc(C(=O)Nc2cccc(O)c2)co1	-7	-11	-1	3	4	0	6	-4	-1
CC(NC(=O)C(c1ccccc1)c1ccccc1)c1ccccc1 (stereo unspecified)	-5	4	-8	6	7	4	3	-3	-4
CCOc1cc(/C=N/n2cnnc2)ccc1OC(=O)c1cccc([N+](=O)[O-])c1	3	-10	12	29	2	-4	5	-4	3
CCCSc1ccc([C@@H]2[C@H]3C(=O)N(CC)C(=O)[C@H]3[C@]3(C(=O)OC)CCCCN23)cc1	1	0	2	-6	-9	5	-8	1	9
Cc1ccc(Sc2ccc(CN3CCCCC3)cc2[N+](=O)[O-])cc1	2	-5	1	6	1	4	3	-5	3
O=C1CC(c2ccc3c(c2)OCO3)c2cc3c(cc2N1)OCCO3 (stereo unspecified)	-1	-1	-4	18	3	-2	-7	2	2
CCN(CC(=O)Nc1c(F)cccc1F)C(=O)c1ccc(N2CCCC2)c([N+](=O)[O-])c1	-1	-8	2	3	-5	4	1	0	-3
Cc1ccc2c(c1)c1n[nH]c(=S)nc1n2CCc1ccccc1	1	16	-1	-2	1	6	0	2	6
O=C1CCc2cc(S(=O)(=O)N3CCCCC3)cc3c2N1CC3	4	-12	13	15	16	8	0	-4	-6
COc1ccccc1CNC(=O)C1CCCN(S(=O)(=O)c2cccc3cccnc23)C1 (stereo unspecified)	2	-12	-5	8	3	13	7	7	-1

Complete entries, quoted from the list:
Entry for Cc1ccc(CNS(=O)(=O)c2ccc3c(c2)C(C)(C)C(=O)N3C)cc1 = LYPLA1 inh = -1; ZTA counter = -6; LYPLA2 inh = -5; PREPL inh = 4; GSTO1 counter = 5; PAFAH1B3 inh = 4; PAD4 FP inh = -2; PAFAH2 inh = 1; EBNA-1 inhibitor = -26
Entry for Nc1c(C(=O)NCc2ccc3c(c2)OCO3)nnn1Cc1ccc(Br)cc1 = LYPLA1 inh = 0; ZTA counter = -8; LYPLA2 inh = -1; PREPL inh = -7; GSTO1 counter = 17; PAFAH1B3 inh = 0; PAD4 FP inh = -3; PAFAH2 inh = 4; EBNA-1 inhibitor = 14
Entry for COc1cccc(-n2nnnc2SCC(=O)Nc2ccc(OC)cc2OC)c1 = LYPLA1 inh = 2; ZTA counter = 8; LYPLA2 inh = 2; PREPL inh = 11; GSTO1 counter = 2; PAFAH1B3 inh = 4; PAD4 FP inh = -5; PAFAH2 inh = 6; EBNA-1 inhibitor = 8

Back to the main list, repeating the 2 entries before the break.
SMILES	LYPLA1 inh	ZTA counter	LYPLA2 inh	PREPL inh	GSTO1 counter	PAFAH1B3 inh	PAD4 FP inh	PAFAH2 inh	EBNA-1 inhibitor
O=C1CCc2cc(S(=O)(=O)N3CCCCC3)cc3c2N1CC3	4	-12	13	15	16	8	0	-4	-6
COc1ccccc1CNC(=O)C1CCCN(S(=O)(=O)c2cccc3cccnc23)C1 (stereo unspecified)	2	-12	-5	8	3	13	7	7	-1
C(=N\NC1=Nc2cccc3cccc1c23)/c1ccccc1	-6	2	-12	24	1	-6	-12	-7	10
CCn1c(CSc2nc(C)cc(C)n2)nnc1SCC(=O)Nc1nc(-c2ccccc2)cs1	2	-8	10	7	-5	10	1	-1	6
C[C@@H](C(=O)NCCc1c[nH]c2ccccc12)[C@H]1C[C@]1(C)[C@H](NC(=O)OCc1ccccc1)c1ccccc1	-6	5	-11	10	4	2	-2	-3	7
O=[N+]([O-])C(=C1SCCS1)C(=C(Cl)Cl)N1CCCCC1	0	-9	-2	3	30	9	-3	11	-4
Cc1ccc(NC(=O)COC(=O)[C@@H]2CC(O)CN2S(=O)(=O)c2ccc3c(c2)OCCO3)cc1 (stereo partly specified)	.	.	.	2	.	5	-2	5	.
COc1cccc(CN2C(=NC(=O)CCC3CCCC3)SC3CS(=O)(=O)CC32)c1 (stereo unspecified)	-4	-7	7	-1	6	1	2	0	-5
CC1(NC(=O)c2cccc(S(=O)(=O)N3CCN(c4ccc(F)cc4)CC3)c2)CCS(=O)(=O)C1 (stereo unspecified)	3	2	2	-11	-4	3	-5	1	-21
COc1ccc(C(=O)O)cc1S(=O)(=O)N1CCCc2ccccc21	1	5	-1	-1	8	6	-5	-1	2
O=C(CSc1nnc(CNC(=O)c2cccs2)o1)NCc1ccc(F)cc1	-2	9	-7	0	-2	4	2	7	8
Cc1ccc2sc(N3CCN(C(=O)C4=COCCO4)CC3)nc2c1C	2	-7	4	16	5	1	-1	2	-9
O=C(CC(c1ccccc1)c1cc(Br)ccc1O)N1CCCCC1 (stereo unspecified)	0	-1	0	-10	6	6	0	6	-12
COc1ccc(/C(N)=N/OC(=O)C2CCCCC2)cc1	-4	-10	4	4	2	10	-3	-1	2
CCOC(=O)C1=C(C)C(c2ccccc2OC)NC(=S)N1 (stereo unspecified)	-2	7	2	16	-5	1	-7	-10	-7
COc1ccc(-c2c(=O)n(OC)c3ccccc3[n+]2[O-])cc1OC	-2	7	-1	8	-3	-3	-2	5	4
Cc1ccc(S(=O)(=O)N2CCN(C(=O)Cc3sc(C)nc3-c3ccc(F)cc3)CC2)c(C)c1	1	4	3	3	3	4	-1	8	1
O=C(Nc1nnc(-c2ccncc2)o1)c1cccc(N2C(=O)CCC2=O)c1	1	4	5	14	6	-3	7	6	-1
Cc1ccc(S(=O)(=O)N2CCN(C(=O)c3ccccc3Cc3ccccc3)CC2)c(C)c1	-4	9	1	21	2	-2	2	-1	-4
Cc1ccc2sc(N(CCCN(C)C)C(=O)c3ccc(S(=O)(=O)N4CCc5ccccc5C4)cc3)nc2c1C	-1	26	-3	9	2	1	5	-6	2
CSc1ncccc1C(=O)OCC(=O)N1CCN(C(=O)c2ccco2)CC1	.	.	.	14	.	7	1	3	.
Cc1ccc(NC(=O)C(CC(C)C)NC(N)=O)cc1 (stereo unspecified)	1	-7	5	6	8	5	0	-2	-1
O=C1C2C3C=CC(C2C(=O)N1c1nccs1)C1C(=O)N(c2nccs2)C(=O)C31 (stereo unspecified)	0	14	-4	5	7	2	-3	5	11
CCOC(=O)c1ccccc1NC(=O)c1cccs1	-3	2	6	1	2	5	-4	0	8
Cc1cc(OCc2cc(C(=O)N3CCN(C)C(=O)[C@@H]3C)no2)cc(C)c1Cl	3	-7	7	-1	1	8	-2	0	-5
CC(OC(=O)COc1ccc(Nc2ccccc2)cc1)C(=O)N(C)c1ccccc1 (stereo unspecified)	0	-10	4	19	15	-5	2	-1	-4
COc1ccc(N(CC(=O)N/N=C/c2ccc(-c3ccc([N+](=O)[O-])cc3)o2)S(=O)(=O)c2ccc(C)cc2)cc1Cl	-18	16	-35	13	-18	-10	-2	-22	-8
CCOc1ccc(CCNS(=O)(=O)c2ccc3c(c2)N(C(C)=O)CCO3)cc1OCC	-2	-8	3	-11	4	5	-4	3	-3
CCOc1ncccc1C(=O)OCc1c(F)cccc1Cl	-3	-13	-3	16	-3	-2	1	3	-7
C=C1c2ccccc2NC(=S)N1Cc1ccc2c(c1)OCO2	-5	-10	-4	3	7	5	-5	0	-3
O=C(c1ccc(NS(=O)(=O)c2cccc3cccnc23)cc1)N1CCCCC1	-1	0	-6	2	4	4	-4	-3	-9
